Bioassay records (PubChem)
IDE inh = human IDE inhibitors in live cells, primary screen, fluorescence polarization, HEK cells, FAbetaB substrate; inhibition, % at 5.59 µM; FAbetaB cleavage; Insulin-degrading enzyme (Homo sapiens), P14735; 0.41% of 320,000 active; AID 434962, 2010;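 active = percent inhibition above the average of all tested compounds plus 3 SD, set per screening campaign, cut at about 16% in these data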;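 note: IDE supplied by intact live HEK cells; FP after avidin binding of uncleaved biotin substrate so inhibition keeps polarization high; 0% = DMSO wells and 100% = 60 µM reference IDE inhibitor Ii1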
Target sequence (P14735 whole entry, looked up): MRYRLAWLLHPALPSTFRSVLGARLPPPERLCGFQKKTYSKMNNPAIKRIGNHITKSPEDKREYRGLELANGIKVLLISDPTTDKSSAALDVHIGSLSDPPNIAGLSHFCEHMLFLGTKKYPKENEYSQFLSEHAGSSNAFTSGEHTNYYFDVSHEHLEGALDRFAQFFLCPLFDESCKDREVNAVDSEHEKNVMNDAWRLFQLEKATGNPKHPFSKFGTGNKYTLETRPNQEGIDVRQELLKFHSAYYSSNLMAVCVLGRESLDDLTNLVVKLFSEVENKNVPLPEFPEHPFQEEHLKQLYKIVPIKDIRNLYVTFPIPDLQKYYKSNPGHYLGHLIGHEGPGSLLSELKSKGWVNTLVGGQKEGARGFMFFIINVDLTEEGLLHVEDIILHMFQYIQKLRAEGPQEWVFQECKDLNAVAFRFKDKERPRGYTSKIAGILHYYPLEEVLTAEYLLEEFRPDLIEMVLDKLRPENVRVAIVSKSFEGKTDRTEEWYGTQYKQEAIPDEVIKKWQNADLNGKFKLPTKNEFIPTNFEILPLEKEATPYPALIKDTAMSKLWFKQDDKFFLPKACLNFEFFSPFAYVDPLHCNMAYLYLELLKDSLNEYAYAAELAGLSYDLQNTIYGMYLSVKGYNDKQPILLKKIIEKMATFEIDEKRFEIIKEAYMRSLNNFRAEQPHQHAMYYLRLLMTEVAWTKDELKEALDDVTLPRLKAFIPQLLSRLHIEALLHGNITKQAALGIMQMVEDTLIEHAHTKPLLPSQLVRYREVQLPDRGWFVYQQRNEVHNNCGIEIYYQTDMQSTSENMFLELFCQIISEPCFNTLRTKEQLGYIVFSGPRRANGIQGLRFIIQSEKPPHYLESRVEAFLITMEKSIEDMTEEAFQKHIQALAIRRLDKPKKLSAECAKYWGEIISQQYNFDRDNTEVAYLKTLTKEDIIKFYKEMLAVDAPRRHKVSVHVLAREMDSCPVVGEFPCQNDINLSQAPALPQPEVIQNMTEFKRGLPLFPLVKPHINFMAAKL
IDE cell activ = human IDE activators in live cells, primary screen, fluorescence polarization, HEK cells, FAbeta-B substrate; Insulin-degrading enzyme (Homo sapiens), P14735; FAbeta-B cleavage; 0% vehicle, 100% cell-free pure enzyme wells; activation, % at 5.96 µM; 0.073% of 340,000 active; AID 493087, 2011;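 active = activation above the mean of all tested compounds plus 3 SD, set per screening campaign, cut at about 17% in these data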
Numbers without * were called inactive. Only part of the results is shown, so the mix of outcomes need not match the whole.

SMILES | IDE inh | IDE cell activ
COc1ccc(OC)c(S(=O)(=O)N2CCC3(CC2)OCCN3S(=O)(=O)c2cccs2)c1 | -0.9 | 6.8
O=C(COC(=O)C1CCN(c2ccc(C(F)(F)F)cn2)CC1)c1ccc(Cl)cc1 | 0.4 | 1.8
CC1CC1C(=O)N1CCN(S(=O)(=O)c2cc(C(F)(F)F)cc(C(F)(F)F)c2)CC1 (stereo not drawn) | 7.7 | -0.7
Cc1ccc(C)c(N2N=C(C(=O)Nc3ccccc3N3CCOCC3)CCC2=O)c1 | -2.7 | -5.6
COc1cccc(OC)c1C(=O)Nc1ccncc1 | -7.3 | 9.5
O=C(COC(=O)c1ccc(Br)cc1)NCC1CCCO1 (stereo not drawn) | -0.2 | -4.5
CC(OC(=O)c1cc(=O)[nH]c2ccccc12)C(=O)NC1CCCC1 (stereo not drawn) | 10.6 | 1.4
CCC(Oc1ccccc1)C(=O)Nc1cc(C(F)(F)F)ccc1N1CCOCC1 (stereo not drawn) | -0.4 | 4.9
O=C(CSc1nnc(-c2ccccc2)o1)NC(=O)Cc1ccccc1 | -2.0 | 1.2
O=C(Nc1cc(C(F)(F)F)ccc1N1CCOCC1)c1ccncc1 | -0.8 | 4.4
C=CCNC(=O)C(=O)NCC1CCCN1S(=O)(=O)c1cccs1 (stereo not drawn) | 9.4 | 6.0
COc1cccc(CNS(=O)(=O)c2cc3c4c(c2)CCC(=O)N4CCC3)c1 | -5.4 | 4.6
c1ccc(C[C@H]2CN=C(Nc3ccccc3)N2CC2CCCCCC2)cc1 | -5.3 | 6.6
O=C(CN1C(=O)NC2(CCCCCC2)C1=O)N1CCN(c2ccccc2)CC1 | 3.4 | 1.9
CCc1noc(C)c1C(=O)Nc1cc(S(=O)(=O)N2CCOCC2)ccc1OC(C)C | 1.8 | 7.1
COc1ccccc1C(=O)NCC(=O)N1CCN(C/C=C/c2ccccc2)CC1 | -2.3 | 1.7
CC(=O)Nc1ccc(NC(=O)c2ccc(S(=O)(=O)N(C)c3ccccc3)cc2)cc1 | -2.4 | 1.6
Cc1nn(-c2ccccc2)c(C)c1NC(=O)COC(=O)CC(C)c1ccccc1 (stereo not drawn) | 5.1 | 4.8
O=C(OCc1ccc([N+](=O)[O-])cc1)c1cc2ccccc2oc1=O | 0.6 | 6.7
Cc1cccc(C)c1Nc1nnc(SCC(=O)NCCCN2CCCC2=O)s1 | 1.5 | 4.2
CCc1ccc2c(COC(=O)C3CSC4(C)CCC(=O)N34)cc(=O)oc2c1 (stereo not drawn) | -0.9 | 2.7
COc1ccc(C(CNC(=O)c2cccc(S(=O)(=O)Nc3ccc(C)cc3)c2)N2CCCCC2)cc1 (stereo not drawn) | 6.9 | 5.7
Cc1ccc(C(=O)CCC(=O)Nc2ncccc2O)cc1 | 3.4 | 7.3
CCc1noc(C)c1C(=O)Nc1nnc(C(CC)CC)s1 | -5.2 | 5.7
CC1CC(C)CN(C(=O)COC(=O)/C=C/c2ccco2)C1 (stereo not drawn) | 0.2 | 5.1
COc1ccc(CC(=O)OCC(=O)NCc2ccc(C)cc2)cc1OC | 2.7 | 5.0
COc1ccc2c(c1)OC[C@H]1[C@H]2N2C(=O)CN(Cc3ccco3)C(=O)[C@@]2(C)[C@H]1c1ccccc1 | 3.5 | -2.9
COC(=O)[C@H](CC(C)C)N(Cc1ccccc1)S(=O)(=O)N(Cc1ccccc1)[C@@H](CC(C)C)C(=O)OC | 1.3 | -2.1
Cc1ccc(S(=O)(=O)N2CCCCC2CCNC(=O)C(=O)NC2CCCC2)cc1 (stereo not drawn) | 3.1 | -2.0
O=C(CCNS(=O)(=O)c1ccccc1)OCC(=O)c1ccc[nH]1 | 4.4 | 4.5

Record cards, as listed above.
Results for COc1ccc2c(c1)OC[C@H]1[C@H]2N2C(=O)CN(Cc3ccco3)C(=O)[C@@]2(C)[C@H]1c1ccccc1 = IDE inh = 3.5; IDE cell activ = -2.9
Results for Cc1ccc(S(=O)(=O)N2CCCCC2CCNC(=O)C(=O)NC2CCCC2)cc1 (stereo not drawn) = IDE inh = 3.1; IDE cell activ = -2.0

Further entries follow.
SMILES | IDE inh | IDE cell activ
C[C@H]1COC(=O)[C@H](CC(=O)OC(C)(C)C)C/C=C\C[C@@H](CC(=O)NCCO)C(=O)N1 | 1.8 | 7.9
O=C(Nc1ccc2nc(N3CCOCC3)sc2c1)c1ccccc1 | -0.9 | 3.0
O=C(CS(=O)(=O)c1ccc(F)cc1)Nc1nnc(-c2cccs2)o1 | -4.5 | 4.6
CC1Cc2ccccc2N1C(=O)CN1C(=O)NC2(CCCCC2)C1=O (stereo not drawn) | -2.8 | 3.8
Cc1cccc(C)c1NC(=O)CN(C)C(=O)c1ccc(NS(=O)(=O)c2ccc3[nH]c(=O)[nH]c3c2)cc1 | -0.3 | -2.0
COc1cccc(C(=O)NC2C(=O)N3C(C(=O)O)=C(COC(C)=O)CSC23)c1 (stereo not drawn) | 1.0 | -0.6
O=C(NCCCN1CCCC1=O)C1CCN(S(=O)(=O)c2cc(C(F)(F)F)ccc2Cl)CC1 | 0.9 | 2.8
CC(NC(=O)c1ccccc1Cl)C(=O)N1CCN(Cc2ccc3c(c2)OCO3)CC1 (stereo not drawn) | 2.5 | 0.8
COc1cc(-c2ccccc2)[nH]c(=S)n1 | -0.8 | -10.5
COc1ccccc1CCC(=O)N(CCC1=CCCCC1)c1c(N)n(Cc2ccccc2)c(=O)[nH]c1=O | -0.1 | 3.1
Cc1ccsc1C(=O)N(Cc1nnc(-c2ccccc2Cl)o1)C1CC1 | 4.0 | 0.2
CCOc1ncccc1C(=O)Nc1ccc2c(c1)OCCO2 | 3.2 | 0.1
COc1ccc(CNC(=O)Cn2cnc3c(SC)nc(N)nc32)cc1 | -1.4 | 0.2
O=C(CCNC(=O)c1ccccc1Cl)NNC(=O)c1ccccc1O | 5.5 | 6.2
CN(C)S(=O)(=O)c1ccc(N2CCCC2)c(C(=O)OCC(=O)N2CCN(c3ccccc3)CC2)c1 | 0.3 | 2.2
CC(Sc1ncn[nH]1)C(=O)c1c(N)n(C)c(=O)n(C)c1=O (stereo not drawn) | -0.5 | -0.5
O=C(COC(=O)C1=COCCO1)Nc1ccc([N+](=O)[O-])cc1C(F)(F)F | -2.5 | 1.5
Cc1cccnc1NC(=O)c1ccc(OCC2CCCO2)cc1 (stereo not drawn) | -5.8 | -0.1
COc1ccc(NC(=O)CSc2nnc(-c3cccs3)n2N)c(OC)c1 | -4.8 | 2.8
O=C(CCc1ccccc1)NCC(c1ccco1)N1CCc2ccccc21 (stereo not drawn) | -3.6 | 5.5
COc1cccc(NC(=O)COC(=O)c2sccc2C)c1 | 0.0 | 7.4
O=C(COC(=O)CCNS(=O)(=O)c1ccccc1)NC(=O)Cc1ccccc1 | 0.0 | 3.0
O=C(NC1CCN(Cc2ccccc2)CC1)c1cccc(S(=O)(=O)Nc2ccc(F)cc2)c1 | -4.0 | 1.9
CN(C(=O)CN1C(=O)NC2(CCCc3ccccc32)C1=O)C1CCCCC1 (stereo not drawn) | 2.0 | -0.6
O=C(CCc1ccccc1)NC1(Cc2ccccc2)CCN(CCc2cccs2)C1=O (stereo not drawn) | 1.2 | 1.2
COc1cc(/C=C2\SC(N)=NC2=O)ccc1OCC(=O)Nc1ccccc1C | -3.4 | 0.0
COc1ccccc1NC(=O)COC(=O)CCn1c(C)csc1=O | 7.0 | 0.3
Cc1cc(C(=O)OC(C)C(=O)NC2CCCCC2C)c(C)o1 (stereo not drawn) | 2.9 | 0.3
COCCN(C(=O)COC(=O)C12CC3CC(CC(Cl)(C3)C1)C2)c1c(N)n(Cc2ccccc2)c(=O)[nH]c1=O | 3.9 | 6.9
Cc1ccccc1NC(=O)CSc1nnc(CNC(=O)c2ccco2)n1C | 1.1 | -2.5
N#Cc1cc([N+](=O)[O-])ccc1NC(=O)COC(=O)CN1C(=O)C2CCCCC2C1=O (stereo not drawn) | 5.3 | 2.0
CCN(CC(=O)NCc1cccs1)C(=O)COc1ccc(C(C)=O)cc1 | 6.4 | 8.0
CCC1(c2ccc(F)cc2)NC(=O)N(CC(=O)NC2CCCCCC2)C1=O (stereo not drawn) | 0.0 | 1.6
C[C@@]12C(=O)Nc3ccc(F)cc3C(=O)N1[C@H]1c3cc(Cl)ccc3OC[C@@H]1[C@@H]2c1ccccc1 | -0.5 | 3.6
O=C(c1cccc(S(=O)(=O)Nc2ccc(Br)cc2)c1)N1CCCC1 | -0.7 | 3.3
COc1cc2ccccc2cc1C(=O)N1CCCC(C(F)(F)F)C1 (stereo not drawn) | -3.0 | -0.6
NC(=O)C1CCN(C(=O)CCNS(=O)(=O)c2ccccc2F)CC1 | -1.9 | 4.0
O=C(COC(=O)c1cccc(Cl)c1)Nc1cccc(S(=O)(=O)NC2=NCCC2)c1 | 2.0 | -4.6
O=C(COC(=O)Cn1cnc2ccccc2c1=O)NNC(=O)c1ccc(Br)cc1 | 1.7 | 5.7
Cc1ccc(C(=O)Nc2ccccc2C(=O)O)cc1S(=O)(=O)Nc1ccc(Br)cc1 | 6.0 | 0.6
Cc1nc2ccc(NS(=O)(=O)c3ccc(F)cc3F)cc2s1 | -1.9 | 0.0
CCOC(=O)[C@H]1[C@H]2COc3ccc(OC)cc3[C@H]2N2C(=O)CNC(=O)[C@@]12C | 2.8 | -1.6
Cc1ccc(N(Cc2ccccc2)C(=O)c2cc(S(=O)(=O)N3CCOCC3)ccc2N2CCCC2)cc1 | 0.6 | 0.4
O=C(NCCc1ccccc1)c1ccc(S(=O)(=O)N2CCCC2)cc1 | -1.0 | 2.7
CCN1CCN(C(=O)c2ccc(Cl)c(S(=O)(=O)N(C)c3ccccc3)c2)CC1 | 0.8 | -4.0
O=C(CN1CCCC1c1cccs1)N1CCN(S(=O)(=O)c2cccc(F)c2)CC1 (stereo not drawn) | 3.8 | 1.8
C=CCn1c(COc2cccc(C)c2)nnc1SC(C)C(=O)NC1CC1 (stereo not drawn) | 3.5 | 3.7
CSCCC(NC(=O)c1cccc(C)c1)C(=O)OCC(=O)Nc1c(C)nn(-c2ccccc2)c1C (stereo not drawn) | 3.9 | 4.2
CC(=O)Nc1ccc(C(=O)OCC(=O)Nc2c(C)n(C)n(-c3ccccc3)c2=O)cc1 | 4.8 | 6.1
CCOc1ccc(NS(=O)(=O)c2ccc(C(=O)NC3CCC(O)CC3)cc2)cc1 (stereo not drawn) | -1.2 | -1.5

Ordered by the number under IDE inh (descending): 3 of the compounds above.
smiles	IDE inh	IDE cell activ
CCOC(=O)[C@H]1[C@H]2COc3ccc(OC)cc3[C@H]2N2C(=O)CNC(=O)[C@@]12C	2.8	-1.6
Cc1ccc(N(Cc2ccccc2)C(=O)c2cc(S(=O)(=O)N3CCOCC3)ccc2N2CCCC2)cc1	0.6	0.4
Cc1nc2ccc(NS(=O)(=O)c3ccc(F)cc3F)cc2s1	-1.9	0.0

(next part)
SMILES | IDE inh | IDE cell activ
COc1ccc(NS(=O)(=O)c2cc(NC(=O)COc3ccc(OC)cc3)ccc2N2CCOCC2)cc1 | 7.8 | -6.7
Cc1ccc(-n2c(SCC(=O)NCC3CCCO3)nc3ccccc3c2=O)cc1C (stereo not drawn) | -5.3 | 2.0
Cc1ccc(OCc2nnc(-c3ccc(Cl)cc3)o2)cc1 | 4.3 | 5.6
CCCN(CC(=O)Nc1ccccc1C)C(=O)COc1c(C)cccc1C | -2.4 | 3.1
Cc1ccc(CN(C)C(=O)COC(=O)CSc2cc(C)c3ccccc3n2)cc1 | -1.7 | 2.7
COc1ccc(CNC(=O)c2ccc(N3CCC4(CC3)CC(c3ccc(Cl)cc3)=NO4)c(NC(=O)Cc3ccc(F)cc3)c2)cc1 | -2.1 | 0.9
O=C(CSc1cccc[n+]1[O-])Nc1cc(Cl)ccc1[N+](=O)[O-] | 0.5 | -2.5
CCN1C(=O)[C@H]2[C@@H](c3ccc(-c4ccc(OC)cc4)c(OC)c3)N[C@@](Cc3ccccc3)(C(=O)OC)[C@H]2C1=O | 0.7 | 2.9
CCN(CC)C(=O)OCc1c(-c2cccc(OC)c2)ncc2ccccc12 | 3.8 | -2.8
O=C(COC(=O)Cc1ccc(Cl)cc1Cl)NC1CC1 | 1.8 | 0.5
CC(C)Oc1ccc(C(=O)OCC(=O)c2ccc[nH]2)cc1 | 3.3 | 3.4
Cc1ccc(C(C)C)c(OCC(=O)OCC(=O)NC2CCS(=O)(=O)C2)c1 (stereo not drawn) | -2.4 | 2.4
O=C(CCNC(=O)c1ccc(Br)cc1)Nc1cccc(S(=O)(=O)N2CCCCCC2)c1 | 1.1 | -1.0
Cc1ccc(OCCOC(=O)C2CCN(S(=O)(=O)c3ccc(C)c(C)c3)CC2)cc1 | 1.3 | -6.8
CCOC(=O)c1ccc(N2C(=O)C3CCCN3C2=S)cc1 (stereo not drawn) | -0.1 | 3.0
CC(OC(=O)c1cnccn1)C(=O)Nc1nc(-c2cccc([N+](=O)[O-])c2)cs1 (stereo not drawn) | 1.8 | 1.8
COC(=O)c1ccc(COC(=O)C2CCN(S(=O)(=O)c3ccccc3C(=O)OC)CC2)cc1 | -0.6 | 3.2
O=C(CSc1ncnc2c1cnn2-c1ccccc1)NC1CCS(=O)(=O)C1 (stereo not drawn) | 5.4 | -0.7
C=CCN(c1ccccc1)S(=O)(=O)c1cccc(C(=O)Nc2cccc(C)n2)c1 | -9.8 | 2.9
CCCCN(C(=O)c1cccc(S(=O)(=O)N(C)c2ccc(C)cc2)c1)c1c(N)n(CCCC)c(=O)[nH]c1=O | 2.8 | -3.1
CCN1C(=O)C(=O)N(CC(=O)N2CCN(c3ccccc3)CC2)C1=O | -0.9 | 2.3
COc1cccc(-c2ccc3ncnc(NCc4cccs4)c3c2)c1 | 4.9 | 5.4
Cc1ccccc1OC(=O)c1cccc(S(=O)(=O)N2CCN(C)CC2)c1 | -3.3 | 2.4
